Assay outcomes from PubChem BioAssay.
CYP2C19 inhib – human CYP2C19 inhibition | P33261 | CYP2C19 Supersomes, luciferin-H EGE luminescence, 30 min | inhibition, % at 5 µM | 96,000 compounds, 21% hits;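 active = CYP2C19 inhibition above a set limit at 5 µM in the primary screen, cut at about 50% in these data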;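 also: plate controls were negative control wells for no effect and 2.5 mM tranylcypromine positive control for full effect; values of inactives mirror those of a sister screen read the other way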
Target sequence (P33261 whole entry, looked up): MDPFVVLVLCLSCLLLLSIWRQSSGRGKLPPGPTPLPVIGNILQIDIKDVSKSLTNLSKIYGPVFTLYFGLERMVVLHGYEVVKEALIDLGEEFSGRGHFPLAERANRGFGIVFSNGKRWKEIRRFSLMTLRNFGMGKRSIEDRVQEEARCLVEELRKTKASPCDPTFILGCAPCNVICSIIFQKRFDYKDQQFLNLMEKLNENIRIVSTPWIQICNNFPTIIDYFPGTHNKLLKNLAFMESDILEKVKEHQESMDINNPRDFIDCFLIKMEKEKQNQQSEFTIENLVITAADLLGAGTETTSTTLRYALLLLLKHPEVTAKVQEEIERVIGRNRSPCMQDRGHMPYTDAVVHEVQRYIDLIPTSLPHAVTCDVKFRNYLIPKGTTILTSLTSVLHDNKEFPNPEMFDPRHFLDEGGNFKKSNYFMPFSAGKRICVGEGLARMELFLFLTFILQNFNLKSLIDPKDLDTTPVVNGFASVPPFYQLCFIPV
HIV Rev-RRE inh – disrupts HIV-1 Rev binding to RRE RNA | P05866 | Rev peptide-RRE RNA binding, FRET | inhibition, % at 8 µM | 97,000 compounds, 0.79% hits | AID 704;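 active = inhibition above the screen-wide mean plus 3 SD, cut at about 35% in these data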;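 also: 0% = median DMSO wells and 100% = median Neomycin B control wells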
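Test system – labelled RRE RNA duplex and labelled Rev peptide · Signal – fluorescein-to-Cy5 FRET, 480 nm excitation · Evaluation – % inhibition of FRET ratio versus controls · Benchmarks – DMSO low control, neomycin B high control · Incubation – 5 min RNA-compound premix plus 15 min binding step, 25 °C · Medium – HEPES pH 7.5 salt buffer with EDTA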
CYP2C19 activ – cytochrome P450 2C19 (human) activation; activation factor at 5 µM; recombinant CYP2C19, luciferin-H EGE luminescence; active compounds read high; 0 = fully inhibited enzyme, 1 = untreated enzyme; P33261; 96,000 tested, under 10 active;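 active = activation factor of at least 2 at 5 µM in the primary screen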;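 also: 0 = wells with 2.5 mM tranylcypromine and 1 = vehicle-only wells; values of inactives mirror those of a sister screen read the other way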
Plk1 PBD FP – blocks phosphopeptide binding to human Plk1 polo box domain; Plk1 PBD phosphopeptide binding, fluorescence polarization; inhibition, %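 (tested at about 20 µM)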; AID 693; P53350; 97,000 compounds, 0.13% hits; in the data active = inhibition above about 34%, passing the limit was not always enough
Target sequence (P53350 whole entry, looked up, the tested form may be a part): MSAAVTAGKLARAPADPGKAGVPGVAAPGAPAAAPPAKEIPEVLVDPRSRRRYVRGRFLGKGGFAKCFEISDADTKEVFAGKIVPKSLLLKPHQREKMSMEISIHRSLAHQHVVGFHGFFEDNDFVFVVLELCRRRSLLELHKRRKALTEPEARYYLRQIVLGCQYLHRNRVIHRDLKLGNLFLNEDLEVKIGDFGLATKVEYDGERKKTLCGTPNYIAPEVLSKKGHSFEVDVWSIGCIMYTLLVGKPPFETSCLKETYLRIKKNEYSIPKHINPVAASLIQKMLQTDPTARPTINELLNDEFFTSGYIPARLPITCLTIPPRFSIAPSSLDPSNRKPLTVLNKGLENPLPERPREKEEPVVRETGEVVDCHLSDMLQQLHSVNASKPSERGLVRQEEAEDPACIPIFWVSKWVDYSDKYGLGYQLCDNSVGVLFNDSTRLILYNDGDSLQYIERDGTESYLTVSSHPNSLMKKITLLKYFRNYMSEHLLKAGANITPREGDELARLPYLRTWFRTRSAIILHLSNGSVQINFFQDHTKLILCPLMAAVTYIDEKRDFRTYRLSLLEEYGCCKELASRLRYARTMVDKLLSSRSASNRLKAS
PLAP activator – activates human placental alkaline phosphatase; activation fold at 20 µM; P05187; 96,000 compounds, 1.2% hits; purified PLAP enzyme, luminescent substrate read-out; active compounds read high; in the data active = activation fold above about 2
PLK1 kinase inh – blocks human PLK1 kinase activity; AID 619; 97,000 compounds, 0.53% hits; inhibition, % at 10 µM; P53350; recombinant PLK1 kinase, TR-FRET peptide phosphorylation;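 active = inhibition of 50% or more in the single-concentration screen; inactive = inhibition below 50%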;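 also: 0% = DMSO max control and 100% = H-89 dihydrochloride min control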
CYP2C9 act – CYP2C9 (human) activation. recombinant CYP2C9, luciferin-H conversion, luminescence; active compounds read high; factor 1 = untreated enzyme, 0 = blocked. activation factor at 5 µM. 96,000 compounds, 1.4% hits. AID 1024;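 active = activation factor of 2 or more for CYP2C9 at a 5 µM dose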;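 also: 0 = sulfaphenazole-blocked wells and 1 = vehicle-only wells; values of inactives mirror those of a sister screen read the other way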
CYP2C9 inh – human CYP2C9 inhibition; CYP2C9 Supersomes, luciferin-H conversion, luminescence; AID 777; 96,000 compounds, 20% hits; P11712; inhibition, % at 5 µM;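 active = blocking of liver enzyme CYP2C9 beyond about 50% at 5 µM, limit read from the data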; also: values of inactives mirror those of a sister screen read the other way
EphB4 antag – blocks human EphB4 binding to ephrin-B2; inhibition, % at 7 µM; EphB4 LBD / TNYL-RAW-Alexa532 peptide, fluorescence polarization; 97,000 compounds, 0.15% hits;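 active = inhibition above the screen-wide mean inhibition plus 3 SD, cut at about 15% in these data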;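 also: 0% = DMSO wells and 100% = excess unlabeled TNYL-RAW peptide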
* = called active by the depositor; nt = not tested or not shown.

SMILES	CYP2C19 inhib	HIV Rev-RRE inh	CYP2C19 activ	Plk1 PBD FP	PLAP activator	PLK1 kinase inh	CYP2C9 act	CYP2C9 inh	EphB4 antag
CCCCn1c(=O)c(-[n+]2ccccc2)c([O-])c2ccccc21	-14.5	5.1	1.1	-3.7	1	-3.1	1.1	-8.2	3.7
COc1ccccc1-n1nnnc1SCc1cc2c(cc1Br)OCO2	21.6	4.3	0.8	5.2	1	21.8	0.4	55.0*	5.0
CCc1ccccc1NC(=S)NCc1ccc2c(c1)OCO2	60.8*	0.1	0.4	16.7	0.9	-3.2	1	-3.8	8.1
Cc1c(C(=O)NCCc2ccccc2)oc2ccc(S(=O)(=O)N3CCOCC3)cc12	27.0	nt	0.7	nt	1	nt	0.6	44.9	nt
COc1ccc(-c2cnc3nc[nH]c(=O)c3n2)cc1	nt	8.5	nt	17.0	nt	-10.3	nt	nt	2.0
Cc1cc2n(n1)C(c1ccc(N(C)C)cc1)Nc1ccccc1-2 (stereo unspecified)	28.3	0.7	0.7	1.3	1.1	-6.0	0.8	24.6	-5.3
O=C(COC(=O)c1ccc(S(=O)(=O)N2CCCC2)cc1)NCc1ccc(Cl)cc1	45.0	-1.9	0.6	6.6	0.8	-31.6	0.5	54.0*	-4.0
O=C(CCC(=O)N1CCOCC1)Nc1nnc(C2CCCCC2)s1	14.0	9.6	0.9	18.2	1.2	-1.4	1	-1.7	-5.1
COc1ccccc1-c1nnc(SCc2nc3ccccc3[nH]2)n1C	79.7*	1.6	0.2	-5.2	1.7	-20.8	0.9	12.0	-4.2
Cc1ccccc1N1CCN(C(=O)CN2C(=O)c3ccccc3C2=O)CC1	16.6	nt	0.8	nt	1	nt	0.9	11.8	nt
O=C(Nc1ccccc1-c1ccccc1)c1ccc(Br)o1	47.6	8.8	0.5	17.8	0.8	1.3	0.7	30.2	-7.2
COc1cc(/C=N/NC(=O)CCc2c(C)n[nH]c2C)cc(OC)c1OC	55.3*	1.1	0.4	-11.7	1.6	-4.2	0.7	32.8	-2.1
Cc1cc(NC(=O)CSc2nc(-c3ccccc3)c(C#N)c(=O)[nH]2)no1	8.5	7.9	0.9	-11.3	1	-2.7	0.3	70.2*	5.2
C(=N\c1c(-c2ccccc2)nc2n1CCS2)/c1ccccc1	1.3	-0.4	1	-4.3	0.9	-4.2	1	4.2	-3.2
O=C(/C=C/c1ccccc1Cl)NCCc1ccccc1	47.5	7.4	0.5	2.2	0.8	-1.3	1.4	-42.5	-5.5
CCOC(=O)C(=O)/C(C#N)=C/Nc1ccc(Cl)cc1	13.9	8.5	0.9	-21.1	1.2	-9.9	0.9	14.7	6.9
CCn1c(CSc2nnc(-c3ccoc3C)n2C)nc2cc(S(=O)(=O)N(C)C)ccc21	nt	8.0	nt	-6.4	nt	-3.7	nt	nt	2.0
C/C=C/Cn1c(SCc2ccc(C)cc2)nc2c1c(=O)[nH]c(=O)n2C	20.9	7.0	0.8	-28.5	1	3.9	0.6	42.8	-3.2
Oc1ccccc1/C=N/n1c(-c2cccs2)n[nH]c1=S	-14.5	5.2	1.1	2.4	1	-16.6	1	0.5	15.8*
COc1ccc(N2C(=O)CN=C2Nc2cccc(C)c2C)cc1OC	17.1	nt	0.8	nt	1.4	nt	0.9	10.9	nt
Cc1nnc(NC(=O)CSc2nnnn2Cc2ccccc2)s1	-1.6	3.0	1	-5.8	1.1	-6.7	0.1	85.9*	6.9
Cn1ccnc1SCC(=O)NC1CC1	-15.1	7.2	1.2	16.6	0.8	-5.1	0.8	16.5	5.2
Oc1ccc(-n2cnnn2)cc1	-10.4	0.5	1.1	-10.8	1.1	4.9	1.4	-40.9	-4.4
O=C(Nc1ccc(Oc2ccc(S(=O)(=O)N3CCOCC3)cn2)cc1)c1ccco1	nt	1.3	nt	1.6	nt	-15.2	nt	nt	3.8
O=C(NCc1ccco1)c1cc2ccccc2c(=O)o1	16.0	2.6	0.8	10.1	1	-3.9	0.9	11.6	5.1

Fetched by compound from the list above, 4 records:
SMILES	CYP2C19 inhib	HIV Rev-RRE inh	CYP2C19 activ	Plk1 PBD FP	PLAP activator	PLK1 kinase inh	CYP2C9 act	CYP2C9 inh	EphB4 antag
Cc1ccccc1N1CCN(C(=O)CN2C(=O)c3ccccc3C2=O)CC1	16.6	nt	0.8	nt	1	nt	0.9	11.8	nt
Cc1c(C(=O)NCCc2ccccc2)oc2ccc(S(=O)(=O)N3CCOCC3)cc12	27.0	nt	0.7	nt	1	nt	0.6	44.9	nt
CCOC(=O)C(=O)/C(C#N)=C/Nc1ccc(Cl)cc1	13.9	8.5	0.9	-21.1	1.2	-9.9	0.9	14.7	6.9
COc1ccccc1-n1nnnc1SCc1cc2c(cc1Br)OCO2	21.6	4.3	0.8	5.2	1	21.8	0.4	55.0*	5.0

Next part.
SMILES	CYP2C19 inhib	HIV Rev-RRE inh	CYP2C19 activ	Plk1 PBD FP	PLAP activator	PLK1 kinase inh	CYP2C9 act	CYP2C9 inh	EphB4 antag
COc1cc(OC)cc(C(=O)N[C@H](C(=O)NC23CC4CC(CC(C4)C2)C3)C(C)C)c1	45.8	7.8	0.5	11.1	1	-11.8	0.6	44.1	0.1
CCN(CC(=O)NC1CCS(=O)(=O)C1)C(=O)C(c1ccccc1)c1ccccc1 (stereo unspecified)	4.9	3.6	1	28.9	0.9	-6.5	0.9	7.3	-6.5
Cc1ccccc1-c1noc(C2CCCCC2)n1	3.5	7.3	1	19.5	1	-11.1	0.9	7.2	1.6
OCCn1c(CSc2nnc(-c3ccco3)n2-c2ccccc2)nc2ccc(Cl)cc21	28.7	10.1	0.7	-1.0	1.1	-11.8	1	4.6	2.5
CC1CCc2nc(NC(=O)c3ccc(S(=O)(=O)N4CCCc5ccccc54)cc3)sc2C1 (stereo unspecified)	0.9	12.3	1	17.6	0.9	-5.7	0.5	54.3*	4.3
CCOC(=O)c1cc2c(ccn2C)n1Cc1cc(C)ccc1C	30.9	0.0	0.7	34.3	1.2	-3.6	0.5	48.4	2.3
CC(C)n1ncc(C(N)=O)c1N	-0.5	3.2	1	-5.2	1.1	-3.5	1.1	-6.1	-5.4
CCCn1c(=O)c2ccccc2n2c(SCC(=O)c3cc(C)n(CCOC)c3C)nnc12	47.5	nt	0.5	nt	1	nt	0.7	25.8	nt
CCCCS(=O)(=O)/C=C\C1C2C=CC(C2)C1S(=O)(=O)CCCC (stereo unspecified)	76.0*	6.1	0.2	10.9	1.1	-8.1	0.5	52.5*	-1.2
CC1CCN(C(=S)NC(=O)C2CCCCC2)CC1	21.7	6.9	0.8	-0.1	1.1	1.2	1	4.5	10.8
Cc1cc(N2CCOCC2)ncc1[N+](=O)[O-]	5.5	8.5	0.9	-4.9	0.9	0.6	1.1	-6.2	1.9
CCOC(=O)c1ccc(CNC(=O)CSc2nc(NC(=O)c3ccccc3)c3c(C)c(C)oc3n2)cc1	23.6	2.4	0.8	10.6	0.9	-6.4	0.6	40.1	-1.0
CCOC(=O)c1cnc2c(C)c(-c3ccccc3)[nH]n2c1=O	-10.3	2.6	1.1	-10.2	1	1.0	0.8	21.8	0.5
Cc1ccc2c(c1)C1OCCC1C1N2C(=O)C2C(C(=O)O)C3C=CC21O3 (stereo unspecified)	-20.6	10.0	1.2	4.8	1.2	-10.5	1.2	-22.9	-1.8
NC(=O)c1c(NC(=O)CN2CCOCC2)sc2c1CCC2	-1.5	5.1	1	-22.6	1	-13.6	0.9	11.0	3.8
CCCCc1c(O)nc(N2CCN(Cc3ccccc3)CC2)[nH]c1=O	-8.2	9.6	1.1	-15.9	1.2	-9.7	0.9	11.9	4.5
C=CCOn1c(=O)c(C)[n+]([O-])c2ccccc21	-6.7	nt	1.1	nt	1.1	nt	1.3	-28.4	nt
O=C(NCCOc1ccccc1)c1ccc2c(c1)OCO2	86.4*	nt	0.1	nt	0.9	nt	0.4	59.1*	nt
O=C1C(C=NCc2ccccn2)=C(O)c2ccccc21	30.1	5.7	0.7	9.9	1.6	-6.4	1	1.0	-9.1
Cc1[nH]n(-c2ccccc2)c(=O)c1-c1ccccc1	8.2	nt	0.9	nt	0.9	nt	0.8	23.4	nt
Cn1nnnc1SCC(=O)Nc1ccccc1N1CCOCC1	24.2	9.1	0.8	43.5	1	-9.3	0.9	8.9	0.1
CCC(C)n1c(S(=O)(=O)O)nc2ccccc21 (stereo unspecified)	-9.5	-5.4	1.1	23.4	1.2	5.2	0.8	16.0	3.7
Cc1ccc(S(=O)(=O)N2CCCOC2)cc1	40.7	10.3	0.6	37.9	0.9	-2.5	1.1	-11.0	-7.6
O=C(C1=C(O)/C(=C/c2ccc(O)cc2)CCC1)C(F)(F)F	nt	22.4	nt	10.1	nt	-9.1	nt	nt	-1.3
Cc1ccc(P(=O)(OCCN2CCOCC2)C(C)(C)C)o1 (stereo unspecified)	-5.0	0.6	1.1	10.0	1.1	-9.9	0.9	12.5	4.2
(list continues)
SMILES	CYP2C19 inhib	HIV Rev-RRE inh	CYP2C19 activ	Plk1 PBD FP	PLAP activator	PLK1 kinase inh	CYP2C9 act	CYP2C9 inh	EphB4 antag
CCCCc1ccc(Nc2ncnc3nc[nH]c23)cc1	53.0*	12.4	0.5	11.1	1.7	32.0	0.6	42.0	-2.5
CCC(C)Oc1ccccc1C1CC(=O)NC2=C1C(=O)CCC2 (stereo unspecified)	1.5	0.3	1	-5.6	1	-7.2	1	-3.6	-5.3
O=C(CSc1nnnn1-c1ccccc1)Nc1ccc(Cl)cc1	35.5	-1.0	0.6	22.0	1.1	-6.9	0.7	27.3	-3.5
COC(=O)CC1C(=O)NCCN1C(=O)NC1CCCCC1 (stereo unspecified)	-11.6	8.6	1.1	-4.0	0.9	-13.2	1.1	-14.5	4.0
O=C(COC(=O)c1ccc(S(=O)(=O)Nc2ccccc2)cc1)NCCN1C(=O)CSC1=O	61.7*	7.3	0.4	8.3	1.3	-10.3	0.2	81.4*	12.5
CCN(CC)CCCNC(=O)c1sc2nc(-c3ccc(F)cc3)cn2c1C	-5.7	1.7	1.1	-2.4	1.5	-12.5	1	-4.2	-0.1
Cc1ccc(CSc2nnc(C(F)(F)F)n2Cc2ccc(F)cc2)cc1	42.5	7.1	0.6	1.8	0.8	-15.4	0.3	69.0*	-7.1
COc1cc(CO)cc(Br)c1OCC(=O)N1CCCCC1	23.2	nt	0.8	nt	0.8	nt	2.2*	-117.9	nt
O=C(COC(=O)c1cc(S(=O)(=O)N2CCCCC2)ccc1N1CCOCC1)NC1CCCCC1	32.1	0.2	0.7	4.6	1.5	-15.6	0.6	44.5	1.7
O=C(NCCCNc1ccc(C(F)(F)F)cc1[N+](=O)[O-])c1cc(F)c(F)cc1Cl	-12.8	20.8	1.1	44.6	1.3	-13.2	0.6	40.5	5.5
Cc1c(C#N)c(N)c(C(=O)c2ccccc2)n1Cc1ccccc1	99.3*	4.5	0	-10.7	1.1	-5.8	0.2	75.8*	-5.1
Cc1c(C(=O)N2CCOCC2)[nH]c2c1C(=O)CC(c1ccccc1Cl)C2 (stereo unspecified)	-7.5	15.7	1.1	-0.5	1.3	-2.8	1.2	-23.7	4.8
O=C(CSCc1ccccc1)N1CCc2ccccc21	51.6*	3.5	0.5	17.8	0.7	-4.0	1.1	-12.4	-0.5
COCCNC(=S)N/N=C/c1ccccc1C(=O)O	-9.7	6.3	1.1	23.3	1.2	-15.4	1.1	-6.2	1.3
COc1ccc(CCNC(=O)C2CCN(S(C)(=O)=O)CC2)cc1	10.5	5.2	0.9	-5.4	1.1	6.9	0.9	8.7	2.0
Cc1ccc(N2C(=O)c3n[nH]c(C)c3C2c2ccco2)cc1 (stereo unspecified)	5.5	4.7	0.9	-5.1	1.5	-9.5	1.1	-6.2	-0.4
